Gli-Sufu block = Gli-Sufu pathway antagonists, primary screen, luciferase luminescence, Sufu-KO-LIGHT cells, uHTS; AID 588413, 2011; Sufu-KO-LIGHT fibroblasts, Gli luciferase reporter luminescence; inhibition, % at 5 µM; 0.74% of 340,000 active;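 active = inhibition above about 55%, limit read from the data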;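 note: 0% = DMSO-treated cells and 100% = wells with medium but no cells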
Jurkat NFkB inh = inhibitors of induced NF-kB luciferase reporter, primary screen, TCR NF-kB activation inhibitor project, cell-based, luminescence, uHTS; Jurkat, PMA/ionomycin-induced NF-kB luciferase reporter; 0.53% of 330,000 active; inhibition, % at 4 µM; in the data active = inhibition above about 50%
697 NFkB inh = inhibitors of PMA/ionomycin-induced NF-kB reporter, 697 cells, primary screen, B-cell NF-kB inhibitor project, cell-based, luminescence, uHTS; 697 B-cell NF-kB luciferase reporter, 16 h; inhibition, % at 4 µM; 0.33% of 330,000 active; in the data active = inhibition above about 35%
CCR6 antagonist = CCR6 receptor antagonists, primary screen, cell-based, CHO-K1, luminescence, beta-arrestin, uHTS; C-C chemokine receptor type 6 (Homo sapiens), P51684; CHO-K1 CCR6 PathHunter beta-arrestin, CCL20-stimulated; inhibition, % at 20 µM; 0.49% of 340,000 active;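 active = compounds whose inhibition of the agonist-driven luminescence signal at 20 µM reaches about 50%, limit read from the data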;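 note: cells stimulated with CCL20 at 14 nM final; plate controls were DMSO with CCL20 for no effect and DMSO without agonist for full effect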
UBC13 polyUb = UBC13 polyubiquitin chain formation inhibitors, primary screen, biochemical, TR-FRET, uHTS; Ubiquitin-conjugating enzyme E2 N (Homo sapiens), P61088; AID 485273, 2010; 0.47% of 330,000 active; inhibition, % at 20 µM; in the data active = inhibition above about 45%, passing the limit was not always enough
Target sequence (P61088 whole entry, looked up): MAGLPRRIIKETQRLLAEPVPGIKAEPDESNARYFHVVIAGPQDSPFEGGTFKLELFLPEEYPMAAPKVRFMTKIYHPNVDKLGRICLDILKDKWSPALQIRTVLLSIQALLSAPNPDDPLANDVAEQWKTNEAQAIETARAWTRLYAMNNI
APJ antagonist = antagonists of human apelin receptor APJ, primary screen, CHO-K1 cells, beta-arrestin complementation, luminescence | 0.32% of 330,000 active | inhibition, % at 20 µM | P35414;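 active = inhibition above about 40% at 20 µM, limit read from the data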;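 note: cells challenged with 10 nM apelin-13 agonist together with compound; plate controls were apelin-13 plus DMSO wells for no effect and DMSO wells lacking apelin-13 for full effect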
Target sequence (P35414 whole entry, looked up): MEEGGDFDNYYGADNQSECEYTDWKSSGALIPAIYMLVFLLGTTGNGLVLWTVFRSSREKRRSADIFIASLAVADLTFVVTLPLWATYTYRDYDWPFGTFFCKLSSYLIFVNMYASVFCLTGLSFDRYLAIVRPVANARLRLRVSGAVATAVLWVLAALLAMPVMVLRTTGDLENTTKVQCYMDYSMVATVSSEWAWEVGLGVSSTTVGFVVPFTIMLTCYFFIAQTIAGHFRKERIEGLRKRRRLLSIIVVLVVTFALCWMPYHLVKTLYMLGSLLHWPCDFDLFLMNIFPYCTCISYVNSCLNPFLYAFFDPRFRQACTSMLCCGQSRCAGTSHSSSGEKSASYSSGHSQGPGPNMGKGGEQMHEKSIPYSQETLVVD
EBI2 block = EBI2 receptor antagonists, beta-arrestin recruitment, primary screen, cell-based, luminescence, 7a,25-OHC stimulation, uHTS; G-protein coupled receptor 183 (Homo sapiens), P32249; 7a,25-OHC stimulated; inhibition, % at 5 µM; 0.81% of 360,000 active; AID 651636, 2012; in the data active = inhibition above about 38%;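 note: enzyme fragment complementation signal reports receptor beta-arrestin coupling in cells; 0% = agonist plus DMSO wells and 100% = wells without agonist; some results beyond the cut were filed as inactive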
CXCR6 block = CXCR6 receptor inhibitors, primary screen, cell-based, beta-arrestin, luminescence, CHO-K1 PathHunter, 1536-well. inhibition, % at 20 µM. 0.36% of 360,000 active; in the data active = inhibition above about 34%, passing the limit was not always enough;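 note: antagonist mode with CXCL16 agonist at 10 nM final; 0% = 10 nM CXCL16 with DMSO and 100% = unstimulated wells without agonist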
Target sequence (O00574 whole entry, looked up): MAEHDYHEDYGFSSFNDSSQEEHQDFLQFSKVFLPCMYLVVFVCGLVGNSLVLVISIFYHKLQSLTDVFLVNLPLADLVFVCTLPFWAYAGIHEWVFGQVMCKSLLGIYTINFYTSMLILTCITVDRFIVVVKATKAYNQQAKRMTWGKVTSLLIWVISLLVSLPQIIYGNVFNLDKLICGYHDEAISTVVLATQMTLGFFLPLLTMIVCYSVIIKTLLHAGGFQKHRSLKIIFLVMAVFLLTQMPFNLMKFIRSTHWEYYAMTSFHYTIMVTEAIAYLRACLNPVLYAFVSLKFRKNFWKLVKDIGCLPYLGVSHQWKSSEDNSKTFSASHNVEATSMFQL
* = called active by the depositor; . = not tested or not shown.

structure	Gli-Sufu block	Jurkat NFkB inh	697 NFkB inh	CCR6 antagonist	UBC13 polyUb	APJ antagonist	EBI2 block	CXCR6 block
O=S(=O)(c1ccc(-c2ccccn2)s1)N1CCC2(CC1)OCCO2	3	6	-12	13	7	-14	-6	2
C=CC1=CCN(S(=O)C(C)(C)C)[C@H]1CCO (some centres undefined)	-2	.	.	3	.	.	-6	0
CCOC(=O)c1[nH]c2ccccc2c1NC(=O)C1CCCCC1	0	-12	8	6	-8	-8	4	9
N#Cc1ccc(OCC(=O)Nc2ccncc2)cc1	.	2	5	7	2	-5	3	-3
O=C(COc1ccccc1)Nc1cc(S(=O)(=O)N2CCOCC2)ccc1N1CCCC1	-3	0	6	6	-1	7	6	4
COc1ccc(-n2cc(C(=O)Nc3cc([N+](=O)[O-])ccc3OC)c3ccccc3c2=O)cc1	6	3	12	-10	-20	7	10	1
C/C=C/c1ccc(OCCCNC(C)CC)c(OC)c1 (centres undefined)	1	2	-13	5	0	-30	-4	5
CCCCNC(=O)CS(=O)Cc1nc(-c2cccc(C)c2)oc1C (centres undefined)	1	4	-1	18	5	7	-5	1
CCOC(=O)/C=C/C(=O)OCC(=O)Nc1c(Cl)cccc1Cl	6	6	2	-1	-10	-17	-13	1
COCCNCCOc1ccc(C)cc1[N+](=O)[O-]	-4	6	-5	-2	-25	9	-16	8
Cc1ccsc1C(=O)N(CC(C)C)c1c(N)n(Cc2ccccc2)c(=O)[nH]c1=O	-6	5	-2	1	-5	-5	6	2
COC(=O)N1C(=O)[C@@](c2ccccc2)(C2CCCC2)N1C(=O)OC	-9	-4	4	14	2	14	-12	-10
COc1ccccc1OCC(=O)Nc1cc(C)ccc1NC(=O)c1ccco1	-2	-8	-1	11	-1	1	7	-2
CC(OC(=O)c1ccccc1)C(=O)NCCC1=CCCCC1 (centres undefined)	-32	-2	7	4	0	12	-9	-2
CSc1ccccc1NC(=O)c1ccc([N+](=O)[O-])cc1	.	13	13	16	2	-13	-13	-4
c1ccc(CNc2ncnc3c2oc2ccccc23)nc1	9	-52	-109	-3	-5	6	-5	0
O=C(NCc1cccnc1)C(=O)NCC1CCCO1 (centres undefined)	-12	-20	4	13	-10	12	-7	2
O=C(CN1CCN(S(=O)(=O)c2ccc3ccccc3c2)CC1)Nc1ccc2c(c1)CCC2	-17	-18	-19	6	-5	-10	24	3
CS(=O)(=O)N(CC(=O)N1CCc2ccccc2C1)Cc1ccc(Cl)cc1	3	9	24	8	6	-18	-12	-4
O=C(Nc1cccnc1)c1cc(-c2ccc(F)cc2)on1	-19	12	29	-5	12	-18	-1	-2

(more compounds)
structure	Gli-Sufu block	Jurkat NFkB inh	697 NFkB inh	CCR6 antagonist	UBC13 polyUb	APJ antagonist	EBI2 block	CXCR6 block
O=C(O)C(Cc1ccccc1)n1cnnn1 (centres undefined)	-17	-10	-29	1	-15	-1	-10	-8
COc1ccc(NC(=O)CSc2nc(C(C)C)nc3c2c(=O)n(C)c(=O)n3C)c(OC)c1	29	0	4	2	-2	12	-11	-8
Cc1cc(C)n2nc(C(=O)Nc3ccc4c(c3)OCO4)cc2n1	-71	-188	-164	6	-6	0	-5	3
Cn1ncc([N+](=O)[O-])c1C(=O)N1CCOCC1	6	0	-11	-2	-5	16	-8	2
O=C1COc2ccc(C(=O)CSc3nnc(Cc4ccccc4)o3)cc2N1	-7	8	18	16	0	-53	6	-14
COc1ccc(/C=N/NC(=O)CNC(=O)c2ccncc2)cc1OC	13	-16	-18	-14	-4	-7	-4	2
CCCCN(c1nc2ccccc2nc1Cl)S(=O)(=O)c1ccc(C)cc1	37	3	-10	23	-1	-15	6	7
O=c1c2ccccc2c(-c2ccccc2)nn1-c1ccccn1	-10	3	-3	24	3	4	-6	18
O=S(=O)(CC(c1ccccc1)N1CCCCC1)c1ccc(Cl)cc1 (centres undefined)	1	-7	13	13	1	18	-1	4
CCCn1c(O)c(N=Nc2ccc3ccccc3n2)c2ccccc21	36	-68	-121	25	-11	-15	29	8
OC1CCN(c2c3c(nc4cc(-c5cccc(F)c5)nn24)CCCC3)CC1	13	-30	-50	-4	12	2	-10	-6
CC1CCc2nc3ccccc3c(C(=O)OCC(=O)N(C)C3CCS(=O)(=O)C3)c2C1 (centres undefined)	9	-7	18	-1	-6	11	10	-3
CCCSc1nc(SCC(=O)NCc2ccccc2)c2c3c(sc2n1)COC(C)(CC)C3 (centres undefined)	12	-6	9	2	16	10	27	5
Cc1cccn2c(=O)nc(SCC(=O)NCc3ccccc3Cl)nc12	-7	1	24	1	3	4	-6	8
CCN(CC)S(=O)(=O)c1ccc2c(c1)c(=O)c(C(=O)NCCN(C)CCc1ccccc1)cn2C	5	-12	-6	1	2	-6	-4	2
COc1ccc(S(=O)(=O)N2CCOCC2)cc1C(=O)N(C)CCOc1ccc(Cl)cc1	0	3	6	3	0	2	-3	5
c1ccc(Cn2c[n+](Cc3ccccc3)cn2)cc1	1	-26	-22	1	1	-4	-11	2
CC1CCN(C(=O)COC(=O)Cc2c[nH]c3ccccc23)CC1	-25	9	18	7	1	7	5	-3
CCc1cc(=O)oc2cc(C)cc(OCC(=O)N3CCC(C(=O)O)CC3)c12	6	-6	-6	4	5	0	0	4
C=CCn1c(SCC(=O)Nc2ccccc2C)nc(O)cc1=O	29	4	8	8	-14	-3	-6	-3

New compounds follow
structure	Gli-Sufu block	Jurkat NFkB inh	697 NFkB inh	CCR6 antagonist	UBC13 polyUb	APJ antagonist	EBI2 block	CXCR6 block
Cc1cc(C)c(C)c(OCCNCc2ccccc2)c1	27	-4	-10	9	12	-11	2	-8
O=C(OCc1nc(-c2ccccc2)oc1COC(=O)c1ccco1)c1ccco1	2	13	13	23	2	-5	3	-3
CCCCCCn1c(N2CCN(c3ccccc3)CC2)nc2c1c(=O)[nH]c(=O)n2C	-14	-15	-49	23	3	14	21	10
Cc1noc(C)c1S(=O)(=O)Nc1ccc(C(=O)NC2CCCCCC2)cc1	25	9	14	-7	-10	-11	-4	-13
COc1ccc(/C=N/NC(=O)c2cccc(NC(=O)c3ccccc3Cl)c2)cc1OC	-8	2	11	11	-8	24	-12	4
O=C1NC(=Nc2ccccc2)SC1Cc1cccc(Cl)c1Cl (centres undefined)	-1	.	.	-11	.	.	29	-10
O=C(Cn1cc([N+](=O)[O-])ccc1=O)Nc1ccc2c(c1)OCO2	-9	7	6	7	-4	20	3	3
COc1cccc(C2C(C#N)=C(N)N(N(C)C)C3=C2C(=O)CCC3)c1OC (centres undefined)	7	-28	-13	5	-2	5	7	12
Cc1ccc(S(=O)(=O)NC(CC(C)C)C(=O)N2CCCCCCC2)cc1 (centres undefined)	1	6	-2	3	0	16	-1	8
Cc1cc(NC(=O)CCC(=O)N(CC(=O)NCC2CCCO2)c2cccc(F)c2)no1 (centres undefined)	-21	-6	-2	-11	6	3	6	-4
COc1ccccc1OCc1ccc(C(=O)N/N=C/c2ccco2)cc1	4	-26	-26	-3	-9	-1	-11	-7
Cc1ccc(NC(=O)C2CCN(S(=O)(=O)c3ccc(N4CCCC4=O)cc3)CC2)cc1Cl	81*	24	6	9	-7	-31	21	-8
COC(=O)c1ccc(CON2C(=O)c3ccccc3C2=O)cc1	-19	-17	3	6	6	-16	-3	-2
CCOC(=O)N1CCC(N2Cc3cccc(C(=O)Nc4cccc(F)c4)c3C2=O)CC1	4	14	17	10	-4	1	-17	8
FC(F)(F)c1ccccc1NC(=S)NC1CCN(Cc2ccccc2)CC1	12	1	-1	15	-4	7	-2	-2
O=[N+]([O-])c1nn(-c2ccccc2)n(O)c1=NC1CCN(Cc2ccccc2)CC1	34	-6	-48	-22	-12	-52	-22	-21
COC(=O)c1cn(C(=O)c2cc(OC)c(OC)c(OC)c2)c2ccccc12	4	-7	-6	5	-4	-5	1	-9
O=C(CN1CCC(O)(c2ccccc2)CC1)Nc1ccc2c(c1)OCCO2	6	2	15	4	5	13	9	-9
Cc1cccc2cc(C#N)c(N3CCCC3)nc12	9	17	-2	16	2	2	-1	2
CC(C)N(Cc1ccccc1)C(=O)COC(=O)c1ccc(O)cc1	-29	-3	17	3	3	5	6	4

(continued)
structure	Gli-Sufu block	Jurkat NFkB inh	697 NFkB inh	CCR6 antagonist	UBC13 polyUb	APJ antagonist	EBI2 block	CXCR6 block
Cc1nnc(SCC2=C(C(=O)O)N3C(=O)C(NC(=O)COc4ccc(F)cc4)C3SC2)s1 (centres undefined)	0	-6	-6	-18	-13	-6	0	-14
O=C(CN1CCN(c2ccc(F)cc2)CC1)OCc1ccccc1	-6	-1	24	6	-10	6	7	-4
CC(=O)N[C@@H](Cc1c[nH]c2ccccc12)C(=O)NCCc1ccc(S(N)(=O)=O)cc1	14	-18	-18	9	-1	-16	2	4
CNC(=O)c1ccsc1NC(=O)CS(=O)(=O)c1ccc(Cl)cc1	3	5	2	11	2	6	8	-1
CC(=O)c1oc2ccccc2c1N	-4	2	23	-3	-3	-6	-1	-2
CCOC(=O)c1ccc(NC(=O)N2CCN(C3CCCCC3)CC2)cc1	28	-13	-8	17	2	-11	-1	10

Screening results as filed in PubChem BioAssay.
